Screens: PubChem, National Center for Advancing Translational Sciences (NCATS)
IL-1B inflam inh = inflammasome signaling inhibition, IL-1 beta readout; THP-1 LPS/ATP IL-1B secretion, AlphaLISA, 16 h; hits give low values; 360,000 tested, 4.7% active; activity change, % at 57.5 µM; in the data active = activity change below about -50%; inconclusive = mostly about -30% to -49%; note: % is set by controls: 0 for no effect and ±100 for the full control effect
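Secreted IL-1B measured by AlphaLISA bead assay after 16 h compound exposure of THP-1 cells; compounds (final up to 57.5 uM) added 1 h before LPS (250 ng/mL) and ATP (1.25 mM) stimulation; lower signal means less secretion.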
A549 viability = kills or reduces viability of A549 cells in Nrf2 counter-screen; AID 504648; A549 ARE-Fluc cells, CellTiter-Fluor viability, 18-24 h; 390,000 tested, 0.16% active; Potency, µM (doses to about 46 µM), for the others: at the highest dose activity change, negative = cytotoxicity, most hits filed as inhibitors; note: potency is the fitted concentration of half-maximal effect; % is set by controls: 0 for no effect and ±100 for the full control effect
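A549 ARE_Fluc cells in 5% FBS OPTI-MEM were exposed to compounds in concentration-response for 18-24 h at 37 deg C. Viability was read by CellTiter-Fluor fluorescence (Ex 405/Em 525) after 30 min, before the luciferase read.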
ATXN viability = cell viability loss in ATXN counter-screen; Potency, µM (doses to about 56.7 µM), most hits filed as cytotoxic; 400,000 tested, 0.49% active; S2 cells (HEK-293 line with an ATXN2-luciferase reporter) viability, CellTiter-Fluor protease fluorescence, 24 h; AID 651635; note: potency is the fitted concentration of half-maximal effect; nearly all actives have a fitted effect of over 40% in size
TGFb inhibitor = blocks TGF-b signaling. Potency, µM (series often up to 46.1 µM), for the others: at the top dose activity, negative = inhibition, usual class: inhibitors. 410,000 tested, 1.2% active. AID 588855. HepG2 CAGA-GFP TGF-b/SMAD3 reporter, GFP fluorescence, 18 h; TGF-beta stimulated, 500 pg/mL final; note: potency is the fitted concentration of half-maximal effect; % is set by controls: 0 for no effect and ±100 for the full control effect; nearly all actives have a fitted effect of over 65% in size
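HEPG2 CAGA-GFP, 1000 cells/well; 2 h settle, 37 C; cpd via pin tool; TGF-b 500 pg/mL final; 18 h, 37 C; GFP imaging ex488/em500-530; %Activity normalised to -TGF-b and +DMSO controls; CRC fit, curve class.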
MCF10A rerep = DNA re-replication induction in MCF 10a cells; Potency, µM (series often up to 46.1 µM), for the others: top-dose activity, positive = re-replication, most hits filed as activators; 350,000 tested, 2.9% active; MCF 10A DNA re-replication, Hoechst nuclear intensity, 48 h; note: potency is the fitted concentration of half-maximal effect; % of control where 0% means no effect; nearly all actives have a fitted effect of over 50% in size
Nrf2 inh = blocks Nrf2 signaling; Potency, µM (doses to about 46 µM), for the others: at the top dose activity change, negative = inhibition, usual class: inhibitors; 360,000 tested, 2.1% active; A549 ARE-Fluc reporter, luciferase luminescence, 18-24 h; AID 504444; note: potency is the fitted concentration of half-maximal effect; % is set by controls: 0 for no effect and ±100 for the full control effect; nearly all actives have a fitted effect of over 60% in size
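Concentration-response testing used A549 ARE_Fluc cells at 5000 cells/well. Following an 18-24 h compound incubation, viability was read by fluorescence (Ex 405/Em 525) and luciferase output by luminescence.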
HepG2 tox = counter-screen for TGF-b inhibitors: cytotoxicity in HepG2 cells. Potency, µM (doses to about 46.1 µM), for inactives: at the highest dose activity change, negative = cytotoxicity, usual class: cytotoxic. HepG2 CAGA-GFP viability, ATP luminescence, 18 h. 410,000 tested, 0.76% active. AID 588856; note: potency is the fitted concentration of half-maximal effect; some results filed as inactive show a strong effect at the top dose
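HepG2 CAGA-GFP cells (1000/well, DMEM with 1% FBS) received compound, then TGF-beta at 500 pg/mL final, and were incubated 18 hours at 37 degrees C. Viability was read by CellTiter-Glo luminescence. Media-only wells were set as complete cell-killing and DMSO as no toxicity.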
ATXN2 expr inh = ATXN2 expression inhibition. HEK-293 ATXN2-luciferase reporter, luminescence, 24 h. Potency, µM (doses to about 57 µM), inactives show at the top dose activity change, negative = inhibition, usual class: inhibitors. 360,000 tested, 0.72% active; note: potency is the fitted concentration of half-maximal effect; % is set by controls: 0 for no effect and ±100 for the full control effect; nearly all actives have a fitted effect of over 55% in size
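ATXN2-luciferase reporter cells (luciferase flanked by upstream and downstream ATXN2 gene portions) were treated 24 h at 37 °C with compounds at up to 57 uM. SteadyGlo luminescence gave expression; GF-AFC fluorescence gave viability.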
Nrf2 ARE act = activates Nrf2 signaling; AREc32 ARE-luciferase reporter (MCF7-derived line), luminescence, 24 h; Potency, µM (top dose mostly 46.1 µM), inactives show at the highest dose activation, most hits filed as activators; 410,000 tested, 0.31% active; AID 624171; note: potency is the fitted concentration of half-maximal effect; % of control where 0% means no effect; nearly all actives have a fitted effect of over 65% in size
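AREc32 cells carrying an ARE-driven firefly luciferase reporter were seeded at 1000 cells/well in OPTI-MEM with 5% FBS, then exposed to compound for 24 hr at 37 deg C. Luminescence was read with Steady-Glo after 30 min at RT.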
* = called active by the depositor; i = inactive; ? = inconclusive; nt = no result given; [ ] = remark or other dose. Unless noted, calls come from the whole dose curve; as a rule, active = well fitted curve in the direction sought with a large enough effect; inconclusive = small, poorly fitted or top-dose-only effect, or another doubt; inactive = no such curve, though single readings can be large; an effect the other way counts as inactive or inconclusive.

SMILES | IL-1B inflam inh | A549 viability | ATXN viability | TGFb inhibitor | MCF10A rerep | Nrf2 inh | HepG2 tox | ATXN2 expr inh | Nrf2 ARE act
CCOC(=O)Cc1csc(NC(=O)C(NC(=O)C2CCC(C)CC2)C(C)C)n1 (stereo unspecified) | 23 | -2% | ? | -18% | 2% | ? | -23% | nt | 3.2%
O=C(Nc1ccccc1Cl)c1ccc([N+](=O)[O-])o1 | -97* | 0% | i | ? | 13µM* | -12% | -81% | -13% | 7.9%
Clc1cccc(Oc2ncccn2)c1 | 25 | 2% | i | 1% | 13% | 18% | 1% | 11% | 0.4%
CCOc1ccccc1NC(=O)c1c(NC(=O)COc2ccccc2)sc2c1CCCCC2 | nt | -1% | i | 0% | nt | 3% | -15% | -4% | -1.0%
CC(C(=O)Nc1ccc2c(c1)OCO2)N(C)CC(=O)Nc1ccc(Cl)cc1 (stereo unspecified) | -11 | 1% | i | ? | -5% | 13% | -41% | -8% | -0.8%
O=C(O)C(c1ccccc1)C(c1ccccc1)c1ccccc1 (stereo unspecified) | 57 | 1% | i | -10% | -4% | 7% | 2% | 10% | -0.9%
Cc1ccc(N2CC(C(=O)OCc3ccc([N+](=O)[O-])cc3)CC2=O)cc1 (stereo unspecified) | 6 | -3% | i | 8% | 0% | 26% | 0% | -5% | -0.1%
Cc1ccc2[nH]c3c(=O)n(CC(=O)N4CCN(c5ccccc5F)CC4)ncc3c2c1 | nt | -12% | i | 27% | nt | ? | 0% | 9% | 0.0%
CCOC(=O)c1cnc(/N=C/N(C)C)s1 | -11 | 6% | i | -10% | -5% | 5% | 13% | 9% | 2.3%
Cc1ccc(C)c(NC(=O)COC(=O)c2cccc(S(=O)(=O)N3CCCCC3)c2)c1 | 14 | -8% | i | -8% | 4% | 19% | 2% | 3% | 0.0%
CC(O)C(NS(=O)(=O)c1ccc(Cl)cc1)C(=O)OCc1nnc(-c2ccccc2)o1 (stereo unspecified) | 0 | -2% | i | -9% | -1% | 5% | 12% | 4% | 0.3%
COc1ccc(S(=O)(=O)N2CC3CCCN3c3cc(C(F)(F)F)ccc32)cc1 (stereo unspecified) | -11 | -3% | i | -8% | 20% | ? | -14% | -24% | -0.6%
CC(C)Cc1ccc(S(=O)(=O)N2CCCC2)cc1 | -3 | 11% | i | 11% | -1% | 7% | -14% | -3% | -0.7%
Cc1ccc(Cc2nnc(SCC(=O)Nc3ccccc3C)[nH]c2=O)cc1 | 20 | 2% | i | -11% | 1% | -7% | 4% | 6% | 0.1%
CCc1c(C)c2ccc(OC(C)C(=O)NC(Cc3c[nH]c4ccc(O)cc34)C(=O)O)c(C)c2oc1=O (stereo unspecified) | 3 | -2% | i | -1% | ? | -15% | -3% | -4% | 0.6%
CC(C)C(OC(=O)c1cccs1)C(=O)NCc1cccs1 (stereo unspecified) | -11 | -3% | i | 14% | 5% | 0% | 0% | -6% | -0.2%
NNC(=O)c1cc2c(s1)CCCCCC2 | -5 | 16% | i | 17% | ? | 19% | 5% | -16% | 0.4%
Cc1cccc(C(=O)Nc2ccc3oc(-c4ccncc4)nc3c2)c1 | nt | -2% | nt | -11% | nt | 9.2µM* | -12% | nt | -1.0%
Cc1cccc(NC(=O)C2CCN(S(=O)(=O)c3cccc4nsnc34)CC2)c1C | nt | 13% | i | 0% | nt | -1% | -11% | 0% | 0.6%
CCc1nnc(NC(=O)CSc2ccc(-c3ccco3)nn2)s1 | 0 | -6% | i | 7% | -7% | 12% | 0% | nt | -0.2%

11 consecutive compounds already listed:
SMILES | IL-1B inflam inh | A549 viability | ATXN viability | TGFb inhibitor | MCF10A rerep | Nrf2 inh | HepG2 tox | ATXN2 expr inh | Nrf2 ARE act
Cc1ccc(C)c(NC(=O)COC(=O)c2cccc(S(=O)(=O)N3CCCCC3)c2)c1 | 14 | -8% | i | -8% | 4% | 19% | 2% | 3% | 0.0%
CC(O)C(NS(=O)(=O)c1ccc(Cl)cc1)C(=O)OCc1nnc(-c2ccccc2)o1 (stereo unspecified) | 0 | -2% | i | -9% | -1% | 5% | 12% | 4% | 0.3%
COc1ccc(S(=O)(=O)N2CC3CCCN3c3cc(C(F)(F)F)ccc32)cc1 (stereo unspecified) | -11 | -3% | i | -8% | 20% | ? | -14% | -24% | -0.6%
CC(C)Cc1ccc(S(=O)(=O)N2CCCC2)cc1 | -3 | 11% | i | 11% | -1% | 7% | -14% | -3% | -0.7%
Cc1ccc(Cc2nnc(SCC(=O)Nc3ccccc3C)[nH]c2=O)cc1 | 20 | 2% | i | -11% | 1% | -7% | 4% | 6% | 0.1%
CCc1c(C)c2ccc(OC(C)C(=O)NC(Cc3c[nH]c4ccc(O)cc34)C(=O)O)c(C)c2oc1=O (stereo unspecified) | 3 | -2% | i | -1% | ? | -15% | -3% | -4% | 0.6%
CC(C)C(OC(=O)c1cccs1)C(=O)NCc1cccs1 (stereo unspecified) | -11 | -3% | i | 14% | 5% | 0% | 0% | -6% | -0.2%
NNC(=O)c1cc2c(s1)CCCCCC2 | -5 | 16% | i | 17% | ? | 19% | 5% | -16% | 0.4%
Cc1cccc(C(=O)Nc2ccc3oc(-c4ccncc4)nc3c2)c1 | nt | -2% | nt | -11% | nt | 9.2µM* | -12% | nt | -1.0%
Cc1cccc(NC(=O)C2CCN(S(=O)(=O)c3cccc4nsnc34)CC2)c1C | nt | 13% | i | 0% | nt | -1% | -11% | 0% | 0.6%
CCc1nnc(NC(=O)CSc2ccc(-c3ccco3)nn2)s1 | 0 | -6% | i | 7% | -7% | 12% | 0% | nt | -0.2%

(list continues)
SMILES | IL-1B inflam inh | A549 viability | ATXN viability | TGFb inhibitor | MCF10A rerep | Nrf2 inh | HepG2 tox | ATXN2 expr inh | Nrf2 ARE act
COc1ccc(C(=O)CSc2nc3ncccc3[nH]2)cc1OC | -9 | 3% | i | 0% | 6% | -13% | 18% | -6% | 4.3%
Cn1c(=O)oc2cc(S(=O)(=O)N3CCCC(C(=O)Nc4nccs4)C3)ccc21 (stereo unspecified) | 3 | 1% | i | 3% | 0% | -4% | -14% | -2% | -0.6%
Cc1nn(Cc2ccc([N+](=O)[O-])cc2)c(=O)n1-c1ccccc1Cl | 16 | 2% | i | 9% | 3% | 6% | 7% | -23% | -0.4%
CSc1nncn1/N=C/c1ccccc1F | 17 | -9% | i | 0% | -3% | 3% | -7% | 5% | 22%
CC(NC(=O)COC(=O)c1cccc(S(=O)(=O)N2CCCC2)c1)c1ccccc1 (stereo unspecified) | -15 | -1% | i | -1% | 0% | -1% | -9% | -6% | -1.0%
CC1CCN(C(=O)c2ccc(S(=O)(=O)Cc3cc(F)ccc3F)c([N+](=O)[O-])c2)CC1 | -97* | -14% | i | ? | 18µM* | -20% | 3% | -32% | ?
COc1cc(OC)c(C(=O)NCc2cccnc2)cc1OC | 24 | 5% | i | -15% | -2% | 4% | 1% | -1% | -0.1%
COc1ccc(COC[B-](F)(F)F)cc1 | -53* | nt | ? | -2% | nt | nt | -17% | -32% | 2.5%
CC(=O)N(C)c1ccc(NC(=S)NCC(C)C)cc1 | 31 | -2% | i | 10% | -1% | 22% | 14% | -13% | 0.5%
CCOC(=O)N1CCC2(CC1)CC(=O)c1cc(O)ccc1O2 | 6 | -16% | i | 3% | -5% | -18% | 4% | 8% | -0.1%
COC(=O)c1ccccc1NC(=O)c1ccc(Cn2cc(Cl)cn2)o1 | 15 | -8% | ? | -1% | 3% | ? | -12% | -22% | -0.9%
COc1cc(C2Nc3ccccc3NC3=C2C(=O)CC(C)(C)C3)cc(OC)c1OC (stereo unspecified) | 15 | 0% | i | -22% | 0% | -10% | -15% | -11% | -0.1%
Cc1cc(C)cc(NC(=S)/N=C(\N)Nc2nc(C)c3ccccc3n2)c1 | 2 | -10% | i | ? | -46%[inhibitor] | ? | 5% | -20% | 0.0%
COc1ccc(C(C(=O)NC(C)(C)C)N(CC2CCCO2)C(=O)CCC(=O)Nc2cc(C)on2)cc1 (stereo unspecified) | 7 | -5% | i | 4% | -7% | -1% | 4% | -3% | -0.5%
COc1ccccc1NS(=O)(=O)c1cc(NC(=S)NCCN2CCOCC2)ccc1N1CCOCC1 | 20 | -7% | i | -3% | 0% | 4% | 7% | -2% | 3.6%
CN1C(=O)Nc2cccc3cccc1c23 | -1 | 0% | i | -13% | 8% | ? | -32% | 5% | 15%
O=C(Cn1c(SCC(=O)Nc2ccc(F)cc2)nc2ccccc21)NCc1ccc(F)cc1 | nt | -3% | ? | -25% | nt | nt | -58% | -17% | -0.7%
COc1ccc(NC(=O)Nc2cnccn2)cc1OC | -11 | 0% | i | -6% | 5% | 2% | -1% | 3% | 0.7%
CC(OC(=O)c1cc(O)c2ccccc2c1O)C(=O)Nc1ccc(C(N)=O)cc1 (stereo unspecified) | 38 | -9% | i | ? | ? | 1% | -31% | -29% | 14%
CC(=O)c1ccc(-n2ccc(=O)cc2)cc1 | 9 | 10% | i | -11% | -12% | 9% | 1% | nt | 2.8%
CCCN1C(=O)C(NC(=O)c2ccncc2)(C(F)(F)F)C2=C1CC(C)(C)CC2=O (stereo unspecified) | -3 | -5% | i | -18% | 1% | -2% | -1% | -2% | -0.7%
